SMN2 splice enh – SMN2 splice variant enhancement | HEK293 SMN2-luciferase splicing reporter, luminescence, 30-36 h | Potency, µM (highest dose often 46.1 µM), without a hit: at the top dose activity change, positive = activation, hits mostly activators | AID 1458 | 210,000 compounds, 2.8% hits; note: % of control where 0% means no effect; nearly all actives have a fitted effect of over 55% in size
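HEK293 cells carry an SMN2 […]–luciferase reporter in which exon 7 inclusion puts luciferase in frame. Cells were plated 10-12 h before compound addition, then incubated 30-36 h at 37C. ONE-Glo luminescence was read; sodium butyrate at 4.5 mM final served as control.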
HTT ATP protect – Huntington cell model cytoprotection by ATP luminescence | AID 1471 | 230,000 compounds, 0.14% hits | Potency, µM (titrated, usually from 56.4 µM), inactives show cytoprotection (ATP increase), actives largely listed as activators | PC12 HTT-Q103 induced, cytoprotection, ATP luminescence, 40 h;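 note: % of control where 0% means no effect; nearly all actives have a fitted effect of over 45% in size; toxic huntingtin expression switched on by the ecdysone agonist tebufenozide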
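PC12 cells with ecdysone-inducible HTT exon 1 Q103-GFP, induced with 100 nM tebufenozide and co-treated with library compounds in a dose series (1536-well, 1500 cells/well). Cytoprotection read as ATP content by ATPlite luminescence.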
HTT aggregate – inhibitors of mutant huntingtin aggregate formation in PC12 cells | PC12 HttQ103-GFP aggregates, Acumen cytometry, 40 h | Potency, µM (top dose mostly 46.1 µM), for inactives: at the highest dose activity change, negative = inhibition, most hits filed as inhibitors | 220,000 compounds, 1.1% hits | AID 1688; note: % is set by controls: 0 for no effect and ±100 for the full control effect; nearly all actives have a fitted effect of over 60% in size
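Aggregates are detected as GFP objects 1–25 µm with signal 6 STDEV over background in lysates of induced PC12 cells. These carry Huntingtin exon 1 with 103 glutamines fused to GFP under an ecdysone promoter; compounds titrated.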
KDM4E inh – blocks human JMJD2E demethylase activity | JMJD2E catalytic domain, FDH-coupled NADH fluorescence (FDH is formaldehyde dehydrogenase) | Potency, µM (series often up to 57.1 µM), for inactives: at the top dose activity change, negative = inhibition, most hits filed as inhibitors | 230,000 compounds, 1.6% hits; active = well fitted inhibition curve with a large enough effect, not every such curve was filed as active; inconclusive = small, poorly fitted or top-dose-only effect, or another doubt; inactive = no such curve, though single readings can be large or run the other way;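 note: 0% = wells with enzyme and -100% = buffer wells without enzyme; nearly all actives have a fitted effect of over 50% in size; many of its hits are not listed in these tables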
Target sequence (B2RXH2 1-337 limits assumed): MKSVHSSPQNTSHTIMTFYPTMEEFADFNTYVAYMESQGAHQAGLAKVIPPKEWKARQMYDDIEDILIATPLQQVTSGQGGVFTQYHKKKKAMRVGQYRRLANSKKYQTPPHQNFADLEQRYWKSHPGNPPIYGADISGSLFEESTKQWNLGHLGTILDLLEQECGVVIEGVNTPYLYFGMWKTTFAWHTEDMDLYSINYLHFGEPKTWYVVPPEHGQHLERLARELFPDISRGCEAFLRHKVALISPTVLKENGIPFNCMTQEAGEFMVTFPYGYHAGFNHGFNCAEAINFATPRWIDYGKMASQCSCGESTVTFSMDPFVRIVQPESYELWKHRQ
Tau fluor cs – counter-screen for tau fibril formation inhibitors | 280,000 compounds, 0.93% hits | AID 1463 | tau K18 P301L Alexa594 fluorescence, heparin fibrillization | Potency, µM (series often up to 57.7 µM), for inactives: top-dose activity change, negative = decrease; note: % is set by controls: 0 for no effect and ±100 for the full control effect; nearly all actives have a fitted effect of over 55% in size
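Human tau K18 P301L (15 uM unlabeled, 0.24 uM Alexa 594-labeled) in 100 mM sodium acetate pH 7 with 20 uM heparin, 6 hr at 37 C. ThT 30 uM added, 1 hr ambient; Alexa 594 FP and total fluorescence read at 555/632 nm.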
ALDH1A1 block – ALDH1A1 (human) enzyme inhibition; P00352; Purified ALDH1A1, NADH fluorescence, propionaldehyde substrate; Potency, µM (doses to about 75.3 µM), inactives show at the highest dose activity, negative = inhibition, usual class: inhibitors; 220,000 compounds, 7.3% hits; AID 1030; active = well fitted inhibition curve with a large enough effect, not every such curve was filed as active; inconclusive = small, poorly fitted or top-dose-only effect, or another doubt; inactive = no such curve, though single readings can be large or run the other way;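 note: plate controls were no enzyme wells and a reference inhibitor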
Target sequence (P00352 whole entry, looked up): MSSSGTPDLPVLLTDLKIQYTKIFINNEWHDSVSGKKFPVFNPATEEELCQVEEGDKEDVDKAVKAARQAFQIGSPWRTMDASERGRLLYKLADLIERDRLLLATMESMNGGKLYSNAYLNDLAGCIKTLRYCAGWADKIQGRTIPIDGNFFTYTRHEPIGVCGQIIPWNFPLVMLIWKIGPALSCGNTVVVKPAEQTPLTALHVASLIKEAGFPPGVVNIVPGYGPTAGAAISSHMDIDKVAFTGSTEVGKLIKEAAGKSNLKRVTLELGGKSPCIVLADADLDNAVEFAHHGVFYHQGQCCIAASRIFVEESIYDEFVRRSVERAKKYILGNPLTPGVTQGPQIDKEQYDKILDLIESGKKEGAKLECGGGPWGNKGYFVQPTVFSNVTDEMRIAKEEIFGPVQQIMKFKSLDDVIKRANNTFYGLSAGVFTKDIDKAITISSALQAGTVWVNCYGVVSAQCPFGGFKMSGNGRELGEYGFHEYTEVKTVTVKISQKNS
Tau fibril ThT – tau fibrillization inhibition (ThT binding); P10636; recombinant tau K18 P301L (four-repeat tau fragment), heparin-induced fibrillization, ThT fluorescence; Potency, µM (doses to about 57.4 µM), inactives show top-dose activity, negative = inhibition, actives largely listed as inhibitors; 270,000 compounds, 2.1% hits; note: % is set by controls: 0 for no effect and ±100 for the full control effect; nearly all actives have a fitted effect of over 55% in size
Target sequence (P10636 561-689 P618L limits assumed): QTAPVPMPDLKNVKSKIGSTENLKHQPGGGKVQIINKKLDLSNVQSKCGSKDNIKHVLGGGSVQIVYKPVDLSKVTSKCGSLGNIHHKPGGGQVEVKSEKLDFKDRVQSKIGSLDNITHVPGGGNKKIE
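Recombinant human tau K18 fragment […] carrying P301L, 15 uM unlabeled plus 0.24 uM Alexa 594-labeled, was fibrillized with 20 uM heparin in 100 mM sodium acetate pH 7 for 6 hr at 37 C; 30 uM ThT fluorescence read after 1 hr.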
Tau fibril FP – blocks human tau fibril formation measured by polarization | P10636 | K18 P301L tau heparin fibrillization, Alexa594 FP, 6 h | Potency, µM (highest dose often 57.7 µM), for inactives: at the top dose activity, negative = inhibition, hits mostly inhibitors | 280,000 compounds, 0.39% hits | AID 1468; note: % is set by controls: 0 for no effect and ±100 for the full control effect; nearly all actives have a fitted effect of over 55% in size
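Compound effects on tau fibrillization are measured by Alexa 594 fluorescence polarization (ex 555, em 632 nm). K18 P301L tau is used at 15 uM with 0.24 uM labeled tracer, and 20 uM heparin induces aggregation over 6 hr at 37 C.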
Numbers without * were called inactive; [ ] = dose if it differs, or a comment. Unless noted, calls come from the whole dose curve; as a rule, active = well fitted curve in the direction sought with a large enough effect; inconclusive = small, poorly fitted or top-dose-only effect, or another doubt; inactive = no such curve, though single readings can be large; an effect the other way counts as inactive or inconclusive. Potency is the fitted concentration of half-maximal effect. Not all compounds are listed; rates above refer to the full screens.

What do the screens show for `CCc1ccc(Nc2nnc(SCc3cc(=O)n4ccsc4n3)s2)cc1`?
SMN2 splice enh: 10%; HTT ATP protect: -5%; HTT aggregate: 20%; KDM4E inh: -7%; Tau fluor cs: inconclusive; ALDH1A1 block: inconclusive; Tau fibril ThT: inconclusive; Tau fibril FP: 5%

Results for COC(=O)c1ccc(S(=O)(=O)N2C3CCC2CC(NC(=O)C2CC2)C3)cc1 (stereo not given) ?
SMN2 splice enh: 9%; HTT ATP protect: -13%; HTT aggregate: 2%; KDM4E inh: 4%; Tau fluor cs: 2%; ALDH1A1 block: -6%; Tau fibril ThT: 2%; Tau fibril FP: -1%

How did COCCN1Cc2cccc(C(=O)NCc3ccc4c(c3)OCO4)c2C1=O do in these assays?
SMN2 splice enh: -41%[inhibitor]; HTT aggregate: 1%; KDM4E inh: -4%; Tau fluor cs: -3%; ALDH1A1 block: 5%; Tau fibril ThT: 2%; Tau fibril FP: 8%

Results for O=C(N1CCCCCC1)N1CCN(S(=O)(=O)N2CCOCC2)CC1 ?
SMN2 splice enh: -26%; HTT ATP protect: 17%[10 µM]; HTT aggregate: -7%; KDM4E inh: -6%; Tau fluor cs: 2%; ALDH1A1 block: 3%; Tau fibril ThT: 16%; Tau fibril FP: -5%

What do the screens show for `Cc1cccc(C)c1-n1nnnc1S(=O)(=O)Cc1ccccc1Cl`?
SMN2 splice enh: -17%; HTT ATP protect: -8%; HTT aggregate: inconclusive; KDM4E inh: -1%; Tau fluor cs: -27%; ALDH1A1 block: inconclusive; Tau fibril ThT: -2%; Tau fibril FP: 1%

How did CCS(=O)(=O)Nc1cccc(C2=NN(S(=O)(=O)CC)C(c3ccccc3)C2)c1 (stereo not given) do in these assays?
SMN2 splice enh: -5%; HTT ATP protect: -28%; HTT aggregate: -7%; KDM4E inh: -24%; Tau fluor cs: -7%; ALDH1A1 block: inconclusive; Tau fibril ThT: -5%; Tau fibril FP: 1%

Results for CCSC1=NCN(CCCC(=O)O)CN1 ?
SMN2 splice enh: 14%; HTT ATP protect: -29%[10 µM]; HTT aggregate: 10%; KDM4E inh: 0%; Tau fluor cs: -7%; ALDH1A1 block: 0%; Tau fibril ThT: -8%; Tau fibril FP: -7%

Results for c1ccc(CNc2nc3ccccc3[nH]2)cc1 ?
SMN2 splice enh: inconclusive; HTT ATP protect: -73%[inhibitor][10 µM]; HTT aggregate: -7%; KDM4E inh: 6%; Tau fluor cs: -5%; ALDH1A1 block: 4%; Tau fibril ThT: -10%; Tau fibril FP: 4%

How did CCNC(=O)N1CCCC(C(=O)c2ccc(OC)c(OC)c2)C1 (stereo not given) do in these assays?
HTT ATP protect: -13%[10 µM]; HTT aggregate: -8%[9.22 µM]; KDM4E inh: -28%; Tau fluor cs: 1%; ALDH1A1 block: 1%; Tau fibril ThT: 0%; Tau fibril FP: -4%

Results for COc1ccc(Cn2c(=S)[nH]c3ccsc3c2=O)cc1 ?
SMN2 splice enh: 9%; HTT ATP protect: -12%[10 µM]; HTT aggregate: -3%; KDM4E inh: -12%; Tau fluor cs: -21%; ALDH1A1 block: inconclusive; Tau fibril ThT: -10%; Tau fibril FP: -7%

Results for COc1ccc(-c2nnc3ccc(SCC(=O)NCC4CCCO4)nn23)cc1 (stereo not given) ?
SMN2 splice enh: -7%; HTT ATP protect: 9%[10 µM]; HTT aggregate: -18%; KDM4E inh: 7%; Tau fluor cs: -9%; ALDH1A1 block: -7%; Tau fibril ThT: -14%; Tau fibril FP: -12%

Results for CCn1c(COc2ccc3c(c2)OCO3)nnc1SCC(=O)c1ccc(Cl)cc1 ?
SMN2 splice enh: -24%; HTT ATP protect: -27%; HTT aggregate: 4%; KDM4E inh: 2%; Tau fluor cs: -11%; ALDH1A1 block: 2%; Tau fibril ThT: -14%; Tau fibril FP: 1%

What do the screens show for `OC(CNCc1ccccc1)Cn1ccc2ccccc21` (stereo not given)?
SMN2 splice enh: 5%; HTT aggregate: 3%; KDM4E inh: inconclusive; Tau fluor cs: -1%; ALDH1A1 block: inconclusive; Tau fibril ThT: -1%; Tau fibril FP: -4%

What do the screens show for `COc1ccc(Nc2nc3ccccc3nc2NS(=O)(=O)c2cccs2)c(OC)c1`?
HTT ATP protect: 0%[10 µM]; HTT aggregate: -17%[9.22 µM]; KDM4E inh: 6%; Tau fluor cs: inconclusive; Tau fibril FP: 8%

What do the screens show for `CCOC(=O)C1CCCN(c2nc3ccccc3nc2C(C#N)C(=O)OC(C)COC)C1` (stereo not given)?
SMN2 splice enh: 6%; HTT ATP protect: 3%[10 µM]; HTT aggregate: -7%; KDM4E inh: -3%; Tau fluor cs: -12%; ALDH1A1 block: inconclusive; Tau fibril ThT: inconclusive; Tau fibril FP: -6%

How did Cc1ccc(/C=N/NC(=O)c2ccc(Cn3cc([N+](=O)[O-])cn3)o2)cc1 do in these assays?
SMN2 splice enh: 16%; HTT aggregate: 29%; KDM4E inh: -7%; Tau fluor cs: -9%; ALDH1A1 block: 7%; Tau fibril ThT: -9%; Tau fibril FP: -3%

What do the screens show for `COCCNC(=O)c1nc2ccccc2s1`?
SMN2 splice enh: 14%; HTT aggregate: -9%; KDM4E inh: -2%; Tau fluor cs: 4%; ALDH1A1 block: -2%; Tau fibril ThT: 1%; Tau fibril FP: -3%

How did COc1ccc(C(=O)N[C@H](C(=O)Nc2ccc(S(=O)(=O)N3CCOCC3)cc2)C(C)C)cc1 do in these assays?
HTT ATP protect: -6%[10 µM]; HTT aggregate: 1%[9.22 µM]; KDM4E inh: -2%; Tau fluor cs: -15%; Tau fibril FP: -1%

What do the screens show for `CCC(=O)N1CCc2cc(Br)cc(S(=O)(=O)CCC(=O)NCc3ccccc3OC)c21`?
SMN2 splice enh: 2%; Tau fluor cs: -13%; Tau fibril ThT: -1%; Tau fibril FP: inconclusive

How did O=C(CN1CCCCC1)N1c2ccccc2CCc2ccccc21 do in these assays?
SMN2 splice enh: -3%; HTT ATP protect: 20%[10 µM]; HTT aggregate: 2%; KDM4E inh: 3%; Tau fluor cs: -6%; ALDH1A1 block: -9%; Tau fibril ThT: -2%; Tau fibril FP: -7%

Random excerpt: two records from the list.
What do the screens show for `CCc1ccc(Nc2nnc(SCc3cc(=O)n4ccsc4n3)s2)cc1`?
SMN2 splice enh: 10%; HTT ATP protect: -5%; HTT aggregate: 20%; KDM4E inh: -7%; Tau fluor cs: inconclusive; ALDH1A1 block: inconclusive; Tau fibril ThT: inconclusive; Tau fibril FP: 5%

Results for O=C(N1CCCCCC1)N1CCN(S(=O)(=O)N2CCOCC2)CC1 ?
SMN2 splice enh: -26%; HTT ATP protect: 17%[10 µM]; HTT aggregate: -7%; KDM4E inh: -6%; Tau fluor cs: 2%; ALDH1A1 block: 3%; Tau fibril ThT: 16%; Tau fibril FP: -5%

(list continues)
Results for CCOc1ccc(C(=O)Nc2ccc(S(=O)(=O)Nc3nc(C)cc(C)n3)cc2)cc1OC ?
SMN2 splice enh: 10%; Tau fluor cs: -5%; Tau fibril ThT: 2%; Tau fibril FP: 1%

How did O=C(CC1CCCCC1)NC1CCCC1 do in these assays?
SMN2 splice enh: 15%; HTT ATP protect: -14%[0.074 µM]; HTT aggregate: 0%; KDM4E inh: -2%; Tau fluor cs: -4%; ALDH1A1 block: 10%; Tau fibril ThT: -3%; Tau fibril FP: -2%

How did COC(=O)CC1(C(=O)OC)Oc2ccc(Br)cc2C(=O)N1c1cccc(Cl)c1Cl (stereo not given) do in these assays?
HTT ATP protect: 4%[10 µM]; HTT aggregate: -8%[9.22 µM]; KDM4E inh: -9%; Tau fluor cs: -24%; ALDH1A1 block: -11%; Tau fibril ThT: -12%; Tau fibril FP: 4%

How did O/N=C/c1ccccc1OCc1ccccc1F do in these assays?
SMN2 splice enh: 18%; HTT ATP protect: 9%[0.074 µM]; HTT aggregate: 10%; KDM4E inh: 9%; Tau fluor cs: 2%; ALDH1A1 block: 17%; Tau fibril ThT: 7%; Tau fibril FP: 3%

Results for CCCOc1cc(C)nc(-c2ccccc2O)n1 ?
HTT ATP protect: -30%; HTT aggregate: inconclusive; KDM4E inh: -4%; Tau fluor cs: inconclusive; ALDH1A1 block: 10µM*; Tau fibril ThT: 16µM*; Tau fibril FP: -2%

How did O=C(Nc1nc2ccc(F)cc2s1)c1nc(SCc2ccccc2F)ncc1Cl do in these assays?
SMN2 splice enh: 3%; Tau fluor cs: -17%; Tau fibril ThT: 1%; Tau fibril FP: -9%

How did COC(=O)c1cccc(NC(=S)NCCC2=CCCCC2)c1 do in these assays?
SMN2 splice enh: -27%; HTT ATP protect: -6%; HTT aggregate: 4%; KDM4E inh: 1%; Tau fluor cs: inconclusive; ALDH1A1 block: 28µM*; Tau fibril ThT: -8%; Tau fibril FP: inconclusive

Results for Cc1ccc(N(CC(=O)N/N=C/c2cccs2)S(C)(=O)=O)cc1Cl ?
SMN2 splice enh: 3%; HTT ATP protect: -22%; HTT aggregate: -26%; KDM4E inh: 16%; Tau fluor cs: -24%; ALDH1A1 block: -4%; Tau fibril ThT: 1%; Tau fibril FP: -11%

What do the screens show for `CCC(CC)C(=O)c1c[nH]c(C(=O)NCC2CCCO2)c1` (stereo not given)?
SMN2 splice enh: -3%; HTT ATP protect: -17%; HTT aggregate: 12%; KDM4E inh: 4%; Tau fluor cs: -2%; ALDH1A1 block: 4%; Tau fibril ThT: -3%; Tau fibril FP: -2%

What do the screens show for `CCOC(=O)c1c(CSC(=N)N)n(-c2ccc(C)cc2)c2cc(Br)c(OC(C)=O)cc12`?
SMN2 splice enh: -1%; HTT ATP protect: -133%[inhibitor]; HTT aggregate: inconclusive; KDM4E inh: -7%; Tau fluor cs: -30%; ALDH1A1 block: 14%; Tau fibril ThT: inconclusive; Tau fibril FP: -15%

What do the screens show for `COc1ccc(S(=O)(=O)N2CCCCCC2)cc1C(=O)OC(C)C(N)=O` (stereo not given)?
HTT ATP protect: 12%[10 µM]; HTT aggregate: 26%[9.22 µM]; KDM4E inh: -8%; Tau fluor cs: -1%; Tau fibril ThT: -4%; Tau fibril FP: 0%

Results for COc1ccccc1CNc1nc2nc(C)c(Cl)c(C)n2n1 ?
SMN2 splice enh: inconclusive; Tau fluor cs: -7%; Tau fibril ThT: -4%; Tau fibril FP: -7%

Compound activity as filed in PubChem.
